ssDAF12 agonist – S. stercoralis DAF-12 nuclear receptor activators, primary screen, cell-based, luminescence, HEK293, GRIP1 co-expression, lit1-tk-luc | activation, % at 6.8 µM | HEK293 ssDAF-12/GRIP1 lit1-tk-luc reporter; % of 3 µM dafachronic acid response | AID 652126, 2013 | hit rate 1% among 370,000 | Nuclear hormone receptor DAF-12 (Strongyloides stercoralis);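 active means activation above the mean over all tested compounds plus 3 SD, cut at about 0.9% in these data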;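 further: 0% = DMSO-only wells and 100% = 3 µM delta7-dafachronic acid wells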
PLC-beta3 inh – human PLC-beta3 inhibitors, primary screen, biochemical, fluorescence; 1-phosphatidylinositol 4,5-bisphosphate phosphodiesterase beta-3 (Homo sapiens), Q01970; Purified PLC-beta3, fluorogenic substrate; inhibition, % at 12.2 µM; hit rate 0.18% among 370,000; in the data active means inhibition above about 11%;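 further: 0% = median of compound wells on plate and 100% = full blocker control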
hcDAF-12 act – H. contortus DAF-12 nuclear receptor activators, primary screen, cell-based, luminescence, HEK293, lit1-tk-luc reporter; AID 652067, 2013; activation, % at 6.8 µM; HEK293 hcDAF-12 lit1-tk-luc reporter; 0% DMSO, 100% Δ7-dafachronic acid; hit rate 1.4% among 370,000;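 active means activation above the mean of all tested compounds plus 3 SD, cut at about 5.5% in these data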;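 further: 100% = response to 3 µM Δ7-dafachronic acid high control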
PLC-gamma1 inh – PLC-gamma1 enzyme inhibitors, primary screen, biochemical, fluorescence, purified enzyme. 1-phosphatidylinositol 4,5-bisphosphate phosphodiesterase gamma-1 (Homo sapiens), P19174. fluorogenic substrate. inhibition, % at 12.2 µM. hit rate 0.84% among 370,000; in the data active means inhibition above about 9.5%
hgDAF12 agonist – H. glycines DAF-12 receptor agonists, primary screen, cell-based, luminescence, HEK293, GAL4 fusion, UAS-luciferase. HEK293 GAL4-hgDAF12 UAS-luciferase reporter, agonist luminescence; normalized to butyrate control. activation, % at 6.8 µM. hit rate 1.8% among 370,000. AID 687014, 2013;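 active means activation above a cutoff set at the mean of all screened compounds plus 3 SD, cut at about 10% in these data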;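 further: 0% = DMSO wells and 100% = sodium butyrate wells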
NR1D1 modulator – modulators of Rev-erb alpha DNA binding, primary screen, biochemical, FITC-DNA, fluorescence polarization, uHTS; Rev-erbα–FITC-DNA binding, 90 min; activity, % at 10 µM; hit rate 0.79% among 370,000; Nuclear receptor subfamily 1 group D member 1 (Homo sapiens), P20393;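 active means activity above about 14%, limit read from the data; passing the limit was not always enough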;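 further: 0% = DMSO wells with 35 nM protein and 100% = DMSO wells with 750 nM protein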
SMARCA2 act – SMARCA2 (BRM) function activators, primary screen, cell-based, luminescence, high throughput. MG213 cells, MMTV-luciferase reporter, dexamethasone, overnight. activation, % at 9.1 µM. hit rate 1% among 370,000. AID 652017, 2013; in the data active means activation above about 7.8%;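 further: 0% = vehicle wells and 100% = reference activator wells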
ADAM17 inh – ADAM17 inhibitors, primary screen, biochemical, QFRET; recombinant ADAM17, EDANS/DABCYL FRET peptide cleavage; inhibition, % at 6.95 µM; hit rate 0.83% among 370,000; AID 720648, 2013;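 active means inhibition above the mean of compounds lying between control limits plus 3 SD, set per campaign, cut at about 8.5% in these data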;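 further: 0% = DMSO-only wells as the low control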
Target sequence (P78536 215-824 limits assumed): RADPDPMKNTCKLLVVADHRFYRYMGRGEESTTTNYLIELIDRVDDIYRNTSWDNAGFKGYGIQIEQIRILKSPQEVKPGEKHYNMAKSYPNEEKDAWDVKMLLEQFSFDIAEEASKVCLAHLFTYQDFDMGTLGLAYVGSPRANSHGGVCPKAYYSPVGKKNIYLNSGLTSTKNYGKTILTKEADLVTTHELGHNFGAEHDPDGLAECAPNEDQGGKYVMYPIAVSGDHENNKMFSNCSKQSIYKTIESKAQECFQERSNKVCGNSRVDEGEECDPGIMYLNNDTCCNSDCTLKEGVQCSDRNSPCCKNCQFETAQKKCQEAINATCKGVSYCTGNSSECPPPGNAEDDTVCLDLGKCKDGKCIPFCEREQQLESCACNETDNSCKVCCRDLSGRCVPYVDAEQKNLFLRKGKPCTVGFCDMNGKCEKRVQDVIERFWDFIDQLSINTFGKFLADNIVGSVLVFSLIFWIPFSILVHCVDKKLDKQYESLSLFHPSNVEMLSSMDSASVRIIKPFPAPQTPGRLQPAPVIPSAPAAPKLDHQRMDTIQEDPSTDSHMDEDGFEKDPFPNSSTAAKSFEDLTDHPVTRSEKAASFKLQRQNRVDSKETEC
DAX1 inh-1 – DAX1 (NR0B1) inhibitors on StAR promoter, primary screen, cell-based, luminescence, SF-1 (NR5A1), full-length DAX-1. hit rate 1.1% among 370,000. AID 652010, 2013. inhibition, % at 6.8 µM. HEK293T StAR-luciferase reporter, SF-1/DAX-1 repression relief;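 active means inhibition above the mean over all tested compounds plus 3 SD, cut at about 3.6% in these data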;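 further: 0% = DAX-1 cells with DMSO and 100% = cells lacking DAX-1 with DMSO; higher inhibition means more luminescence from relief of DAX-1 repression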
MBD2 inh – inhibitors of MBD2 binding to methylated DNA, primary screen, biochemical, TR-FRET, DNA-binding domain, human. AID 686964, 2013. Methyl-CpG-binding domain protein 2 (Homo sapiens), Q9UBB5. hit rate 0.31% among 370,000. inhibition, % at 4.4 µM. MBD2 binding to methylated oligonucleotide; in the data active means inhibition above about 13%
Target sequence (Q9UBB5 whole entry, looked up, the tested form may be a part): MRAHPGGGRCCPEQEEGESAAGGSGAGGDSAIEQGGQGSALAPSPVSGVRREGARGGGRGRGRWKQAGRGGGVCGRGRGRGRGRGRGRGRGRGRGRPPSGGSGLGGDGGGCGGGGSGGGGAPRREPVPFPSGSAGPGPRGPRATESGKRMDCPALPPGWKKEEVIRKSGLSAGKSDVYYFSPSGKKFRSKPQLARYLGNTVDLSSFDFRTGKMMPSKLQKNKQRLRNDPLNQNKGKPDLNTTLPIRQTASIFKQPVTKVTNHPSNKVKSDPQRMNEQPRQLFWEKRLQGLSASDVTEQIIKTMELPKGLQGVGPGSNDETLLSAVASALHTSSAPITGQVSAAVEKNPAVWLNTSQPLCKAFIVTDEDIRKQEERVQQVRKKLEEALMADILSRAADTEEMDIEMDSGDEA
DAX1 inh-2 – DAX1 (NR0B1) inhibitors, primary screen, cell-based, HEK293, Gal4-DAX1, luciferase luminescence | AID 504766, 2011 | inhibition, % at 6.75 µM | Nuclear receptor subfamily 0 group B member 1 (Homo sapiens), P51843 | hit rate 0.99% among 340,000 | HEK293 Gal4-DAX1 luciferase reporter;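 active means inhibition above the mean over all tested compounds plus 3 SD, cut at about 4.2% in these data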;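 further: 0% = DAX1-transfected cells with DMSO and 100% = empty-vector control cells with DMSO; inhibition shows as a rise in luminescence from relieved DAX1 repression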
An asterisk follows results filed as active; x = not tested or not shown.

smiles	ssDAF12 agonist	PLC-beta3 inh	hcDAF-12 act	PLC-gamma1 inh	hgDAF12 agonist	NR1D1 modulator	SMARCA2 act	ADAM17 inh	DAX1 inh-1	MBD2 inh	DAX1 inh-2
O=C(CN(C(=O)Cn1nnc(-c2ccc(F)cc2)n1)c1ccc(F)c(Cl)c1)NCC1CCCO1 (stereo unspecified)	-1.6	2	-2.3	-1	-6.3	-3	-2	-4	0.3	5	0.9
CCOC(=O)/C(C#N)=C/Nc1cc(OC)ccc1OC	-1.2	-47	-1.8	-44	1.8	1	5	-1	-0.7	1	-0.2
CN(Cc1ccccc1)c1nnc(N)s1	-0.5	-2	-1.6	1	-2.0	-2	-1	0	1.5	3	1.4
COc1ccc(-c2nnc(-c3cccnc3)o2)cc1OC	-0.8	-148	-0.2	-108	3.1	-4	3	-13	1.4	-1	1.1
Cc1ccccc1-c1nc(CN2CCC(C(=O)NCC3CCCO3)CC2)c(C)o1 (stereo unspecified)	-0.6	4	-1.1	0	-1.1	8	-3	0	-0.2	4	-0.5
COc1ccc(S(=O)(=O)N2CCOC2CNC(=O)C(=O)NCc2ccco2)cc1 (stereo unspecified)	-1.0	-7	-0.6	1	-0.3	3	-4	-5	0.0	0	-0.4
CCOc1ccc(CCNC(=O)C2CCCN(c3nnc(-n4cccc4)s3)C2)cc1OCC (stereo unspecified)	-1.4	5	-1.1	3	0.8	-8	1	-3	-0.1	2	-1.8
Cn1c(=O)oc2cc(S(=O)(=O)NC3CCCc4ccccc43)ccc21 (stereo unspecified)	-0.5	3	1.6	5	0.5	3	-2	-7	-0.6	9	0.6
COc1ccc(C(=O)NCCN2CCCC2)cc1	-1.0	-6	-1.7	1	-1.1	1	-3	2	-0.3	-1	2.3
CCOc1ccc(CCNS(=O)(=O)c2ccc(-c3ccc(=O)[nH]n3)o2)cc1OCC	-1.2	-5	0.0	2	-0.5	3	1	4	-0.4	2	0.1
COc1ccccc1-c1cn[nH]c1-c1ccc(OCc2ccc([N+](=O)[O-])cc2)cc1O	-1.6	-8	-0.2	0	-0.8	4	-3	-3	-0.2	1	-2.2
CC(=O)Nc1nc2ccc(S(=O)(=O)N3CCCCC3)cc2s1	-0.8	0	-0.5	4	-0.2	-2	0	3	-0.1	3	1.5
CN(C)c1ccc(/C=N/NC(=O)CSc2ccccn2)cc1	-1.1	1	1.9	-2	1.6	1	-2	-19	-0.2	-8	-0.2
Cn1c(=O)n(C)c2cc(N3CCCCC3)c(NC(=O)c3cccc(Cl)c3)cc21	-1.4	-238	-2.3	-146	0.0	3	-5	-38	-0.5	-6	0.4
Cc1cc(C)nc(SCc2nnc(SCC(=O)N3CCCc4ccccc43)o2)n1	-1.2	0	-3.7	5	-0.4	1	1	-5	-0.2	5	-2.1
CC(=O)C1=C(O)C(=O)N(Cc2cccnc2)C1c1ccc(C(C)C)cc1 (stereo unspecified)	-1.8	-7	-2.3	-3	1.9	-6	3	-2	-0.1	-3	0.5
COc1ccc(-c2noc(C3CCCN(C(=O)NC4CCC(C)CC4)C3)n2)cc1 (stereo unspecified)	-0.9	4	0.1	2	14*	0	1	-1	3.6	-1	x
CC(=O)Nc1sc(C)c(C)c1CN1CCN(S(=O)(=O)c2ccccc2)CC1	-1.2	2	-0.5	-1	0.1	-9	-1	0	-0.2	-2	0.1
COC(=O)c1oc2ccc(Br)cc2c1NC(=O)CCN1CCOCC1	-1.6	-2	-1.4	-3	0.9	-4	0	-4	0.5	-3	-0.4
COc1ccccc1NC(=O)c1ccc(NC(=O)c2cc3c(s2)CCC3)cc1	-0.9	-7	-3.0	-6	1.4	2	0	3	-0.8	-1	-1.5
O=C(/C=C/c1ccc(Cl)cc1)NCc1cccs1	-0.3	0	-1.2	0	7.2	-3	5	1	0.3	-7	0.8
NC(CO)c1csc(Nc2ccc(C(F)(F)F)cn2)n1 (stereo unspecified)	-0.6	-7	0.9	-9	2.7	0	-3	-1	0.5	3	x
O=C(CSc1ccc(Br)cc1)Nc1ccccc1N1CCOCC1	-1.6	-8	-3.0	-2	1.2	6	-3	0	-0.2	5	-0.4
Cc1csc(NC(=O)CCN2C(=O)c3ccccc3S2(=O)=O)n1	-1.1	-3	-2.0	2	1.4	3	0	-4	0.8	3	1.8
O=C(NCc1ccco1)c1ccc(CS(=O)Cc2ccc(Cl)cc2)o1 (stereo unspecified)	-1.1	-5	-1.2	1	-2.5	4	-1	-4	0.1	2	1.0
COc1ccc([N+](=O)[O-])cc1NC(=O)Nc1cccc(Cl)c1	-1.6	3	-0.6	3	-0.1	5	-2	2	-1.0	-5	-4.6
CN(c1cccnc1)c1ncnc2[nH]ncc12	-1.1	-9	0.5	-1	-1.6	-3	-2	-4	-0.2	-2	2.3
O=S(=O)(O)c1cnccc1Nc1cccc(C(F)(F)F)c1	-0.9	-9	-0.6	0	0.7	-4	-3	0	-0.5	-3	0.1
O=C(N/N=C/c1c[nH]c2ccccc12)c1cccs1	1.7*	-21	6.9*	-12	14*	0	0	-2	0.7	2	x
COc1cc([N+](=O)[O-])ccc1NC(=O)Nc1nc2c(s1)CCCC2	-1.9	5	0.4	8	-2.3	5	4	6	-0.1	-3	-0.5
O=C(NC1CCCC1)C(c1ccccc1)n1c(-c2cccs2)nc2ccccc21 (stereo unspecified)	-0.3	-23	-1.1	-7	-3.0	-2	-1	-58	-0.1	2	x
Cc1ccc(OCC(=O)Nc2ccc(Cl)cc2)c(-n2nc3ccccc3n2)c1	-1.2	4	-1.1	1	0.2	69*	-2	0	0.6	-2	0.4
COc1cc2c(cc1OC)C(C)N(S(=O)(=O)c1cccs1)CC2 (stereo unspecified)	-0.8	-1	-3.1	6	-3.6	6	0	-1	-0.3	3	1.8
CC(=O)C(=[N+]=[N-])C(=O)NCc1ccccc1	-0.9	-1	-1.0	3	2.7	-3	0	-4	-0.5	-1	0.3
CC1CCN(S(=O)(=O)c2cccc(C(=O)NC3CCS(=O)(=O)C3)c2)CC1 (stereo unspecified)	-2.1	0	-0.3	2	-1.5	-3	-1	0	0.2	-3	-1.0
COc1ccccc1C1C(C(C)=O)=C(O)C(=O)N1CCc1ccccc1 (stereo unspecified)	-1.2	-5	-0.3	-7	1.5	-3	-1	-7	-0.1	-1	-0.1
Cc1ccc(S(=O)(=O)NCC(=O)N(CC2CCCO2)C(C(=O)NCC2CCCO2)C(C)C)cc1 (stereo unspecified)	-0.8	-2	-2.0	-1	-1.5	5	0	-2	-0.3	2	0.6
OCCNc1ccc(Cl)cc1	-1.2	3	-2.2	3	-0.6	3	0	0	0.0	3	0.5
O=C(Cc1ccccc1Cl)Nc1cc(S(=O)(=O)N2CCOCC2)ccc1N1CCOCC1	-0.5	0	1.5	-1	2.5	2	8.0*	-4	0.4	0	-0.5
COc1ccc2c(c1)CO[C@]21O[C@H](CCO)C[C@H](O)[C@H]1O	-0.7	3	0.7	2	0.0	0	5	3	0.1	-6	x
O=S1(=O)N=C(SCCO)c2ccccc21	-0.5	0	-1.5	0	2.9	-4	0	-1	-0.7	4	-0.1
CCC(C)(C)NC(=O)C(c1cccn1C)N(Cc1ccccc1)C(=O)Cn1nnc2ccccc21 (stereo unspecified)	-0.7	1	-1.0	5	-1.1	3	1	1	-0.6	0	-1.1
CC(=O)n1c2c(c3ccccc31)OC(N)=C(C#N)C2c1cccc(Cl)c1Cl (stereo unspecified)	0.0	-14	4.0	-14	0.0	3	-1	-5	0.4	-3	0.4
Brc1ccc(OCCCN2CCOCC2)cc1	-1.6	6	-1.1	3	3.1	6	4	1	0.6	6	0.3
CCC(=O)N1CCCc2cc(S(=O)(=O)N3CCC(N4CCCCC4)CC3)ccc21	-0.6	1	0.5	9	1.1	-2	-4	7	1.9	1	-0.1
O=C(c1cc(C2CC2)nn1-c1ccccc1)N1CCN(S(=O)(=O)c2cccc(F)c2)CC1	-0.5	-1	-0.3	6	0.6	-1	2	1	-0.2	2	0.6
O=C(NCc1ccccc1OC(F)(F)F)C1CCC(=O)N(CCc2ccccn2)C1 (stereo unspecified)	-0.8	-6	-0.6	0	1.7	-1	-1	0	1.0	-1	-0.4
Cc1ccc(CCC(=O)Nc2ccc(C)c(C)c2)o1	-1.0	-1	-0.3	1	4.0	-4	-1	-3	-0.1	-5	0.9
Cc1ccc(-n2nnc3c(=O)n(Cc4cccc(C)c4)cnc32)cc1	-1.3	0	0.1	-3	0.5	-5	2	-1	-1.5	-2	0.4
Cn1c(SCC(=O)NC(C)(C)C)nnc1-c1ccc(C(C)(C)C)cc1	-1.6	0	0.9	4	-2.2	0	-3	-3	-0.6	4	1.0
CCN1CCN(c2nc(-c3cccnc3)nc3ccccc23)CC1	-0.7	-1	5.7*	-3	4.7	-4	0	-2	1.4	4	0.0
CCc1nc2c(OCc3ccc(C(F)(F)F)cc3)cccn2c1N(C)C(=O)c1ccco1	-1.0	-1	-3.2	0	-3.6	0	2	2	-1.4	-11	x
CN(C(=O)CC(NC(=O)c1ccccc1Cl)c1ccccc1)c1ccccc1 (stereo unspecified)	0.3	-7	-0.7	-4	0.5	-1	0	2	-1.2	-2	-0.9
CNC(=S)N1CCN(CCNC2=CC(=O)CC(C)(C)C2)CC1	-1.3	-7	0.7	-2	0.1	-2	-1	-7	-0.3	4	1.4
O=C(c1ccc([N+](=O)[O-])cc1[N+](=O)[O-])N1CCN(C(=O)C2CCCO2)CC1 (stereo unspecified)	-1.1	-6	-0.3	3	1.3	4	-2	-5	-0.9	0	0.8
CC(C)(C)C(=O)CSc1nnc(-c2cccs2)n1CC1CCCO1 (stereo unspecified)	-0.6	8	-1.7	5	-1.7	3	2	1	-0.5	-4	2.1

Screening data as filed in PubChem BioAssay.
